Source: PubChem BioAssay
NALP1 yeast inh = NALP1 inflammasome inhibitors in reconstituted yeast, colorimetric, S. cerevisiae, triplicate retest. S. cerevisiae NALP1/ASC/caspase-1 growth, X-gal OD620, 72 h. actives 0.61% (n = 280,000). inhibition, % at 10 µM. AID 2071, 2009; in the data active means inhibition mostly above about 24%, no sharp cut-off; inactive means mostly below about 32%; further: some compounds called inactive have numbers as strong as hits
M18AAP inhibitor = PfM18AAP inhibitors, malaria aminopeptidase, primary screen, biochemical, QFRET, recombinant enzyme; M18 aspartyl aminopeptidase (Plasmodium falciparum 3D7); H-Glu-NHMec fluorogenic cleavage; inhibition, % at 7.35 µM; actives 1.2% (n = 290,000);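 active means inhibition above the campaign mean inhibition over all tested compounds plus 3 SD, cut at about 28% in these data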;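 further: 0% = plate median of test compound wells and 100% = 2 mM ZnCl2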
OXTR agonist = human OXTR agonists, primary screen, fluorescence, CHO-OTR cells, Fluo-8 calcium | Fluo-8 calcium fluorescence; normalized: DMSO 0%, oxytocin 100% | activation, % at 3 µM | actives 0.32% (n = 320,000) | AID 2435, 2010 | Oxytocin receptor (Homo sapiens), P30559;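 active means activation above the mean of all tested compounds plus 3 SD, cutoff set per screening run, cut at about 20% in these data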;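 further: peak over basal fluorescence ratio from a 100 s FLIPR kinetic read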
MEKK2 WT-MEK5 = modulators of MEK5 binding to wildtype MEKK2, primary screen, biochemical, multiplex bead flow cytometry, Alexa488-MEK5; Mitogen-activated protein kinase kinase kinase 2 (Homo sapiens), Q9Y2U5; Alexa488-MEK5 binding to MEKK2 WT; actives lie on both sides; binding response (% of control), % at 10 µM; actives 1.1% (n = 290,000); AID 1531, 2009; in the data active means binding response below about 67% or above about 130%
MEKK2mut PB1 HTS = MEK5 binding signal on mutant MEKK2 PB1, primary screen, biochemical, multiplex bead flow cytometry, Alexa488-MEK5; Alexa488-MEK5 binding to MEKK2 mutant; AID 1530, 2009; actives 0.35% (n = 290,000); percent response, % at 10 µM; in the data active means percent response above about 24%, passing the limit was not always enough; further: inactives centre near 1; some results filed as inactive read as strong as hits
V1R ag counter = agonists of human V1a receptor, primary screen, counter-screen for OXTR agonist project, fluorescence, CHO-V1R cells; Vasopressin V1a receptor (Homo sapiens), P37288; Fluo-8 calcium fluorescence, agonist mode; 0% DMSO, 100% 3 nM vasopressin; activation, % at 3 µM; actives 0.25% (n = 320,000); AID 2797, 2010;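 active means activation above the mean activation of all tested compounds plus 3 SD, per screening run, cut at about 20% in these data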;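 further: signal is peak over basal fluorescence ratio across a 100 second FLIPR read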
Target sequence (P37288 whole entry, looked up): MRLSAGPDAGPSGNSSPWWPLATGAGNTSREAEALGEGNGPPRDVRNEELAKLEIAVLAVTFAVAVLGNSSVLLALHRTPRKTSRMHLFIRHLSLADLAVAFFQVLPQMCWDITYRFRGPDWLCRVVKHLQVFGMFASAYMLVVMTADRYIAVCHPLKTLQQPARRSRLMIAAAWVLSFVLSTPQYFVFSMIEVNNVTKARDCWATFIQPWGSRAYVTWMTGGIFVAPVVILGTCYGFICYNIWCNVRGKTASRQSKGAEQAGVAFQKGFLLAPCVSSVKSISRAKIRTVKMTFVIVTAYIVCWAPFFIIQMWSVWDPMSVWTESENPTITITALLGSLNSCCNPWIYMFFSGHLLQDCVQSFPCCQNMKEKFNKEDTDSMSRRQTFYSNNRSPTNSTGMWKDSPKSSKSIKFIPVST
GPR7 antagonist = GPR7 receptor antagonists, primary screen, cell-based, fluorescence, single concentration | Neuropeptides B/W receptor type 1 (Homo sapiens), P48145 | GPR7-expressing cells, fluorescence antagonist assay | inhibition, % at 4.4 µM | actives 1.1% (n = 290,000) | AID 1861, 2009; in the data active means inhibition above about 16%, passing the limit was not always enough;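 further: cells stimulated with the agonist NPW; 0% = agonist with vehicle and 100% = vehicle without agonist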
Target sequence (P48145 whole entry, looked up): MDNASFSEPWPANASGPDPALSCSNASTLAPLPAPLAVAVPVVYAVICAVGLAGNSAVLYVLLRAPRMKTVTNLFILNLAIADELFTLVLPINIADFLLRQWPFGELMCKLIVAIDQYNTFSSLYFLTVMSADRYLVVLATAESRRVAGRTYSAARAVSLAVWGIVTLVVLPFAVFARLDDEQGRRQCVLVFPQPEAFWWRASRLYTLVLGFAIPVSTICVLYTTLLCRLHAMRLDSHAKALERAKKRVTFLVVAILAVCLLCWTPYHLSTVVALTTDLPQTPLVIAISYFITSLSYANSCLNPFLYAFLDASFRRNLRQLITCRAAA
GalR3 antagonist = GalR3 antagonists in HEK293 cells, primary screen, cell-based, fluorescence readout. HEK293 GalR3-CNG cAMP membrane potential fluorescence; galR3 body fused to GalR1 C-terminus. inhibition, % at 3 µM. Galanin receptor type 3 (Homo sapiens), O60755. actives 0.44% (n = 360,000). AID 651719, 2012;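 active means inhibition above the screen-wide average plus 3 SD, cut at about 13% in these data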;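 further: forskolin and galanin both at EC90 stimulate the cells; cAMP rise reported by CNG channel membrane potential dye signal; 0% = forskolin plus galanin with DMSO and 100% = forskolin alone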
Target sequence (O60755 1-299 limits assumed): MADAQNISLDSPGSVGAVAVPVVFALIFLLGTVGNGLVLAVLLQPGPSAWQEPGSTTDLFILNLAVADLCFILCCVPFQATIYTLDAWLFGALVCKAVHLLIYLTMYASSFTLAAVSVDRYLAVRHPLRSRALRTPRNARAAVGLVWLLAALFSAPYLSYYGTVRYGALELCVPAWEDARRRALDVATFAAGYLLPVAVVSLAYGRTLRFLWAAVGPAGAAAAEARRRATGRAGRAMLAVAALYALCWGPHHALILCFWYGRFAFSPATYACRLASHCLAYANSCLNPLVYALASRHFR
OXTR potentiator = human OXTR potentiators, primary screen, fluorescence, CHO-OTR cells, Fluo-8 calcium | Oxytocin receptor (Homo sapiens), P30559 | Fluo-8 calcium fluorescence, potentiator mode; 0% = oxytocin EC15, 100% = EC100 | activation, % at 3 µM | actives 0.061% (n = 320,000) | AID 2445, 2010;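 active means activation above that plate's cutoff, the mean activation of tested compounds plus 3 SD, cut at about 6.6% in these data, passing the limit was not always enough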;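 further: 100% uses oxytocin at 75 nM as the full agonist control; some results filed as inactive read as strong as hits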
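Material: CHO-OTR cells, human receptor; compound dosing: single dose, 3.0 µM nominal final compound concentration; schedule: 6 min compound pre-incubation at room temperature, 100 s kinetic read; measured by: kinetic Fluo-8 calcium fluorescence; read-out basis: % activation vs EC15 and EC100 oxytocin; controls: EC15 oxytocin alone as 0%, 75 nM oxytocin as 100%; replicates: singlicate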
An asterisk follows results filed as active; x = no result given.

SMILES	NALP1 yeast inh	M18AAP inhibitor	OXTR agonist	MEKK2 WT-MEK5	MEKK2mut PB1 HTS	V1R ag counter	GPR7 antagonist	GalR3 antagonist	OXTR potentiator
COc1ccc(-c2cc3ccc(OCc4nn[nH]n4)cc3oc2=O)cc1	6	4	1.3	100	3	-0.2	-14	1	2
c1ccc(-c2ccc(CN3CCSCC3)cc2)cc1	13	17	-2.3	92	-6	-0.8	24*	-9	-20
CN1CCN(C(=O)C23CC4CC(CC(C4)C2)C3)CC1	36	-1	1.0	110	10	0.5	-1	7	-13
N#Cc1cnn(CC2CCCCC2)c1N	10	2	-0.6	95	1	-0.4	7	-2	-1
COc1ccc(CCC(=O)N2CCCC(Nc3ccc(OC)cc3)C2)cc1 (stereo not drawn)	9	4	0.5	101	7	1.7	-11	2	6
O=C(CSc1ncccn1)Nn1cnnc1	1	46*	-0.1	98	-1	1.0	1	4	-1
COc1ccc(C2(C#N)CCC(=O)N2c2ccccc2)cc1 (stereo not drawn)	x	4	-1.1	103	4	-0.6	-5	0	-14
C#CC[N+](C)(C)CCCCCCCCCC	31	-6	-0.4	120	13	0.5	3	-2	1
CCc1ccc(NC(=S)N2CCC(NC(=O)C3CCCCC3)CC2)cc1	-3	0	-0.3	94	2	0.2	2	-7	-3
O=[N+]([O-])c1ccc2oc(C3CCCCC3)nc2c1	0	4	-2.2	94	3	0.2	-10	-1	-11
CCn1c(SCc2nc3ccccc3c(=O)[nH]2)nc2ccccc21	-8	2	-1.7	100	-5	-0.1	-15	4	1
Cc1ccccc1C(=O)Nc1nnc(-c2cccnc2)o1	0	-7	1.4	104	3	0.5	1	0	4
CC1CC2OC(=O)C3(C)CCCC(C)(C23)C1(O)CCc1ccoc1 (stereo not drawn)	-8	3	-0.9	97	-1	-0.8	-7	8	-5
COCCn1c(SCC(=O)NC2CCCCC2C)nc2ccccc2c1=O (stereo not drawn)	6	-7	-0.6	101	7	-0.6	8	-4	-2
C/C(=N\Nc1ccc([N+](=O)[O-])cc1)c1cccc(N)c1	9	9	4.3	x	x	4.8	5	-2	-5
CC(C)CC1NC(=O)N(CC(=O)N2c3ccccc3NC(=O)C2(C)C)C1=O (stereo not drawn)	8	-7	1.3	98	0	1.1	-3	6	-4
N#Cc1c(NC(=O)CSc2ncc(-c3ccccc3)n2CC2CCCO2)sc2c1CCCC2 (stereo not drawn)	7	-12	0.5	103	-3	-0.2	-8	-5	-3
CCCc1ccc(OCc2ccc(C(=O)N/N=C/c3cccnc3)o2)cc1	1	-11	x	102	1	x	-20	-4	x
CCOc1ccc2ccc(OCC)c(/C=N/n3cnnc3)c2c1	-8	-5	-2.0	111	6	0.0	-9	-10	1
O=C(CN1CCCC1)NCC(=O)Nc1ccc(F)cc1	-14	2	0.4	97	-2	0.3	-9	-4	0
Cc1cccc(OCC(=O)N/N=C/c2ccc(N(C)C)cc2)c1	2	7	-0.8	99	-1	0.1	-7	-2	-3
Cc1ccc(/C(N)=N/OC(=O)CCC2CCCCC2)cc1	-2	2	0.7	101	1	-0.1	-5	-3	-6
Cc1ccc(C)c(SCC(=O)NCc2ccco2)c1	-5	9	-1.8	101	3	2.3	-5	-3	-8
CC(=O)c1ccc(N2CCC(C)CC2)c(F)c1	-4	0	-2.3	90	-1	-1.4	-6	-3	-5
CC(=O)n1cc(N(C(=O)CCl)c2ccc([N+](=O)[O-])cc2)c2ccccc21	-4	0	9.9	95	-7	5.1	21*	-4	-4

Some of the entries so far, with two lines to a compound:
Second line of a record – NALP1 yeast inh	M18AAP inhibitor	OXTR agonist	MEKK2 WT-MEK5	MEKK2mut PB1 HTS	V1R ag counter	GPR7 antagonist	GalR3 antagonist	OXTR potentiator
- C#CC[N+](C)(C)CCCCCCCCCC
→ 31	-6	-0.4	120	13	0.5	3	-2	1
- CCCc1ccc(OCc2ccc(C(=O)N/N=C/c3cccnc3)o2)cc1
→ 1	-11	x	102	1	x	-20	-4	x
- CC(=O)c1ccc(N2CCC(C)CC2)c(F)c1
→ -4	0	-2.3	90	-1	-1.4	-6	-3	-5
- Cc1ccccc1C(=O)Nc1nnc(-c2cccnc2)o1
→ 0	-7	1.4	104	3	0.5	1	0	4

Following part
SMILES	NALP1 yeast inh	M18AAP inhibitor	OXTR agonist	MEKK2 WT-MEK5	MEKK2mut PB1 HTS	V1R ag counter	GPR7 antagonist	GalR3 antagonist	OXTR potentiator
CCC12CC3CC(C1)CC(C(=O)Nc1nn[nH]n1)(C3)C2	x	-1	0.3	90	-9	0.1	5	-6	0
O=C(N/N=C/c1ccccc1)c1[nH]c2ccc(Br)cc2c1-c1ccccc1	12	-2	0.0	95	10	-0.4	-7	2	-9
Cc1ccc(N(CCC#N)C(=O)COC(=O)C2CCN(c3ccc(C(F)(F)F)cn3)CC2)cc1	x	x	-2.2	x	x	0.0	x	-5	-2
Cc1c(NC(=O)c2cccc(S(=O)(=O)N3CCOCC3)c2)c(=O)n(-c2ccccc2)n1C	19	9	0.2	79	-11	-0.6	6	-3	-4
COc1ccc(C(=O)Nc2ccnn2C2CCN(C(=O)C3CCOC3)CC2)cc1 (stereo not drawn)	-11	2	-0.2	103	8	-1.2	-18	-1	-4
CC(=O)c1ccc(N2CCN(S(=O)(=O)c3ccc4c(c3)CC(=O)N4)CC2)cc1	12	1	1.0	104	3	1.1	-6	x	-5
Cc1cc(C(=O)Nc2ccc(N3CCOCC3)cc2)c2ccccc2n1	17	11	1.2	92	-1	0.8	-10	0	-2
Cc1cccc(NC(=O)CSc2nc(=O)n(CCN3CCOCC3)c3c2CCCC3)c1C	x	x	-1.2	x	x	-0.8	x	-4	-3
CCOC(=O)c1sc(NC(=O)c2ccc(S(=O)(=O)N(CC)CC)cc2)nc1C	33	-2	1.2	89	-2	0.9	4	-2	-13
COc1ccc([C@H]2CC(=O)C=C(c3cccc4c3sc3ccccc34)C2)cc1OC	x	x	2.1	x	x	0.9	x	-3	-5
CC1CCc2c(sc3ncnc(SCC(=O)Nc4ccc(C(=O)O)cc4)c23)C1 (stereo not drawn)	-10	2	0.6	99	-1	2.3	-11	-6	1
COc1ccc2nc(C)cc(SCC(=O)NNC(=O)COc3ccc(C)cc3)c2c1	4	8	2.6	98	-5	3.3	-5	-7	-9
CC1CCC(C(C)C)C(OC(=O)COC(=O)c2cccn2C)C1 (stereo not drawn)	14	-5	-1.4	92	-3	-0.3	10	-4	-10
Clc1ccc(N/N=C/c2cccs2)nn1	13	32*	-1.9	87	-2	-0.6	-10	-6	-9
CC1(C)Cc2c(sc(NC(=O)c3ccc(S(=O)(=O)N4CCCC4)cc3)c2C#N)C(C)(C)N1	16	3	0.4	99	-3	0.6	-11	-1	-6
C=CCNC(=O)c1c[nH]c2ccc(S(=O)(=O)N(C)c3ccc(OCC)cc3)cc2c1=O	15	-4	5.9	101	6	6.6	2	-15	-12
Cc1ccc(OCC(=O)O)c(-n2nc3ccccc3n2)c1	5	2	-0.8	100	2	4.0	-9	-4	-2
CCOc1ccc(N(CC(=O)NCc2ccccc2C)S(C)(=O)=O)cc1	3	0	-1.7	95	-13	0.2	4	-12	-4
CCOC(=O)N1CCN(Cc2cccs2)CC1	7	-7	-0.4	99	0	-0.1	-11	-1	-1
CCOC(=O)[C@@H]1[C@H]2COc3cc(OC)ccc3[C@@H]2N2C(=O)N(c3cccc(F)c3)C(=O)[C@@]12C	11	1	1.0	102	-5	-0.7	-3	-3	-4
COc1ccccc1-n1c(SCC(=O)NC(C)(C)C)nnc1-c1ccco1	23	-9	-1.1	97	-3	0.2	3	-7	-4
CCC(=O)Oc1ccc(C(=O)Nc2cccc(NC(=O)c3ccco3)c2)cc1	7	-6	0.0	104	7	1.0	1	-7	-11
Cc1cc(NS(=O)(=O)c2cn(C)nc2C)no1	12	-18	1.2	104	2	-0.5	0	-1	-8
CC1(C)CC(=O)C(N=Nc2cc(C(F)(F)F)ccc2Cl)=C(O)C1	2	-3	-2.8	95	-3	-2.0	5	-5	-5
C/C(=N\NC=O)c1ccncc1	-6	-1	0.0	98	-4	0.0	13	-6	-1
Additional compounds follow:
SMILES	NALP1 yeast inh	M18AAP inhibitor	OXTR agonist	MEKK2 WT-MEK5	MEKK2mut PB1 HTS	V1R ag counter	GPR7 antagonist	GalR3 antagonist	OXTR potentiator
O=C(Nc1ccc2oc(-c3ccc4ccccc4c3)nc2c1)c1cccs1	2	-12	1.4	116	7	2.3	2	-1	-5
O=S(=O)(Nc1ccc2c(c1)oc1ccccc12)N1CCCC1	11	12	-1.2	98	-1	-0.2	5	-4	-13
Cc1ccc(CNC(=O)c2ccc(CS(=O)Cc3ccccc3Cl)o2)cc1 (stereo not drawn)	-3	-7	7.9	94	2	7.6	-17	1	-15
O=C1c2ccccc2C(=O)N1CN(C(=O)c1ccccc1)c1ccc(O)cc1	5	2	-1.5	102	-1	1.1	-22	0	-8
CC(O)c1nc2ccc(C(=O)O)cc2[nH]1 (stereo not drawn)	x	7	1.2	93	1	-0.2	10	5	5
CC(=O)c1cccc(NC(=O)CCc2nc3sc4c(c3c(=O)[nH]2)CCCC4)c1	x	x	0.0	x	x	-0.5	x	-5	-13
COc1ccc(/C(O)=C2/C(=O)C(=O)N(CC3CCCO3)C2c2cccc(O)c2)cc1 (stereo not drawn)	-15	4	0.1	x	x	1.1	-12	-2	0
Cc1cccc(C)c1NC(=O)C(NC=O)c1ccccc1Cl (stereo not drawn)	23	0	0.2	101	2	0.5	-6	-1	-6
O=C(COC(=O)Cc1ccc(F)cc1)NC1CCCC1	x	x	0.9	x	x	-0.8	x	-7	-3
COc1cccc(C(=O)N2CCCC(CCC(=O)NCc3ccc(F)c(F)c3)C2)c1 (stereo not drawn)	0	-5	0.0	x	x	-0.1	-7	-2	-1
COc1ccc(OC)c(/C=N/NC(=O)c2csc3ccccc23)c1	1	-2	-0.3	99	8	0.2	-15	-2	-6
O=[N+]([O-])c1ccc(S(=O)(=O)NCCCc2ccccc2)cc1	x	x	-2.4	x	x	0.2	x	-2	-7
Cc1ccc(S(=O)(=O)N2CCN(c3ncnc4scc(-c5ccc(F)cc5)c34)CC2)cc1	x	x	-1.3	x	x	-0.9	x	-6	-5
CCOCC(=O)Nc1cc(S(=O)(=O)N2CCOCC2)ccc1N1CCCCC1	10	22	-2.4	99	8	-1.2	1	2	-8
CCn1c(SCC(=O)N2CCC(C)CC2)nnc1-c1ccco1	14	-5	0.3	98	1	0.8	-2	-9	3
O=c1c2ccccc2[nH]c(=S)n1CCCN1CCN(c2ccccc2)CC1	-15	11	-0.5	105	7	3.5	14	-11	-15
